# Screens (PubChem)
# CSM14.1 death rescue = rescue of cells from ER stress-induced death, primary screen, 384-well, CSM14.1, thapsigargin, ATP luminescence (AID 1222). CSM14.1 thapsigargin-induced death rescue, ATP luminescence; higher % means a stronger effect. cellular ATP content (survival), % at 20 µM, or EC50 in µM where a hit was titrated. 190,000 tested, under 10 active;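 active = EC50 below 50 µM in the dose-response confirmation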;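 also: death triggered by thapsigargin at about 15 µM added after 2 h compound pretreatment; cell ATP read after overnight thapsigargin exposure of roughly 18 to 22 hours; normalized against plate controls of thapsigargin alone and 5% DMSO vehicle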
# Yfh1-depleted yeast = enhancers of respiration in Yfh1-depleted yeast, dose response, Friedreich's ataxia, plus single-dose screen (AID 1465); fold induction at 50 µM; hits with a dose series show EC50 in µM; S. cerevisiae Yfh1-off respiration, WST-1 reduction, 72 h; higher fold induction means a stronger effect; 220,000 tested, 0.074% active;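 active = fold induction of absorbance versus untreated yeast above a set limit, then at least 30% activation at any dose in follow-up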;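 also: activators that raise dye reduction in frataxin-depleted yeast; strong numbers were not always called active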
# Ins promoter up = insulin promoter activators in MIN6 cells, imaging, high-content screening, mouse beta cells; MIN6 insulin promoter-GFP reporter; stronger effect = higher value; z-score at 5 µM; 190,000 tested, 0.3% active;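 active = z-score above 3 at 5 µM with at least 500 cells counted in the well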
# Autophagy mod = autophagy modulators in MEF cells, primary screen, imaging, high-content, MEF GFP-LC3 | MEF GFP-LC3 puncta imaging; test concentration mostly 10 µM | calls only at 10 µM (by protocol) | AID 463193, 2010 | 190,000 tested, 0.98% active;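 active = percentage of spot-positive cells more than 3 SD above its plate mean, without a fluorescence outlier flag or 80% toxicity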;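 also: spot-positive cell cutoff set from DMSO-treated cells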
# P. falciparum M17LAP = P. falciparum M17LAP inhibitors, primary screen, biochemical, fluorogenic H-Leu-NHMec substrate, 1536-well (AID 1619) | Leucine aminopeptidase (Plasmodium falciparum (isolate 3D7)) | inhibition, % at 30 µM; hits with a dose series show IC50 in µM | 220,000 tested, 0.38% active | recombinant M17LAP, H-Leu-NHMec fluorogenic kinetic assay; higher % means a stronger effect;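 active = compound inhibiting the enzyme by more than half at any dose during confirmatory dose-response retesting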;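 also: plate controls were full reaction with DMSO carrier for no effect and no enzyme background for full effect; strong numbers were not always called active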
# MT stabilize HCS = microtubule stabilizers in HeLa cells, primary screen, imaging, high-content imaging. % tubulin-high responders, % at 10 µM. 200,000 tested, 0.83% active. AID 2205, 2009. HeLa tubulin immunostaining HCS, 24 h; share of cells brighter than vehicle mean+2SD;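 active = plate Z-score above 3 for both tubulin-high and condensed-nucleus cell shares, with cell loss under 80%, at 10 µM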;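 also: anti alpha tubulin signal scored within the nucleus-defined area of each cell; some results filed as inactive read as strong as hits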
# Hep lipid drop = inhibitors of hepatocyte lipid droplet formation, primary screen, imaging, high-throughput imaging, BODIPY stain; 240,000 tested, 0.4% active; AID 1656, 2009; inhibition, % at 6.5 µM; AML12 mouse hepatocytes, oleate lipid droplets;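 active = lipid droplet intensity inhibited by at least 50%, with more than 500 cells counted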
#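 Technique: fluorescence imaging, 20x objective, two fields per well / Assay system: AML12 hepatocytes (mouse) / Measure: % inhibition of lipid droplet signal / Doses: 6.5 µM single-point dosing / Incubation: overnight exposure / Reagent: 100 µM oleic acid challenge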
# M1AAP inhibition = P. falciparum M1AAP inhibitors, biochemical, fluorogenic H-Leu-NHMec substrate, 1536-well (AID 1445) | recombinant M1AAP, H-Leu-NHMec fluorogenic kinetic assay; higher % means a stronger effect | inhibition, % at 30 µM, or IC50 in µM where a hit was titrated | 220,000 tested, 0.42% active;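 active = primary inhibition above the hit cutoff, then over 50% inhibition at one or more dose response concentrations, cut at about 23% in these data, passing the limit was not always enough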;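 also: plate controls were DMSO full reaction for no effect and no enzyme background for full effect; strong numbers were not always called active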
# Dynein cargo inh = inhibitors of GR-EGFP nuclear translocation, primary screen, dynein cargo transport inhibitor project, imaging, high-content, 3617.4 mouse cells; test concentration mostly 20 µM; stimulated with dexamethasone, 1 µM; stronger effect = lower value; 220,000 tested, 0.47% active; z-score, hits read low;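 active = plate z-score of nuclear minus cytoplasmic receptor signal below a set negative limit, without overly bright fluorescence or cell loss, cut at about -3.5 in these data, passing the limit was not always enough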;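 also: z-score of nuclear minus cytoplasmic ring GR-EGFP intensity difference per well; some compounds called inactive have numbers as strong as hits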
#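 medium = tetracycline-free induction medium containing charcoal-stripped FBS | probe or stimulus = dexamethasone, 1.0 µM final | timing = 48 h induction, then 1 h compound, then 30 min agonist, 37 °C | detection = automated 10x imaging of fixed Hoechst-stained cells | read-out basis = nuclear versus cytoplasmic GR-EGFP signal, averaged per well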
# Dynein cargo inh cytoplasmic EGFP = also measured in Dynein cargo inh; calls as there; z-score; measured here: cytoplasmic GR-EGFP intensity; stronger effect = higher value
# Dynein cargo inh nuclear GR-EGFP = further read-out of Dynein cargo inh, marked with its call; z-score; measured here: nuclear GR-EGFP intensity;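 lower value marks the stronger effect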
# Dynein cargo inh cell count = second read-out of Dynein cargo inh, no call of its own (marks repeat the call); z-score; measured here: cell count per field
# Ins promoter up cell count = second read-out of Ins promoter up, no call of its own (marks repeat the call); cell count; measured here: cytotoxicity, nuclei count;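 total cells summed across four imaged fields per well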
# Hep lipid drop cells 6.5 µM = recorded beside Hep lipid drop, whose call it bears; cell count; measured here: cell count, cytotoxicity flag;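 cells counted across two imaged fields per well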
# MT stabilize HCS Hoechst-high % = also measured in MT stabilize HCS; calls as there; % Hoechst-high responders; measured here: nuclear condensation Hoechst responders;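 share of cells brighter than vehicle mean plus two SD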
# MT stabilize HCS cytotoxicity % = recorded beside MT stabilize HCS, whose call it bears; toxicity, %; measured here: cytotoxicity by cell density;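 0% = mean cell density of plate MIN control wells and 100% = no cells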
# Autophagy mod cell loss 18 h = also measured in Autophagy mod; calls as there; toxicity, %; measured here: cell loss, nuclei count;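 cell loss after 18 h compound exposure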
# Starred values were filed as active, the others as inactive; i = inactive; · = not tested or not shown.
SMILES,CSM14.1 death rescue,Yfh1-depleted yeast,Ins promoter up,Ins promoter up cell count,Autophagy mod,Autophagy mod cell loss 18 h,P. falciparum M17LAP,MT stabilize HCS,MT stabilize HCS Hoechst-high %,MT stabilize HCS cytotoxicity %,Hep lipid drop,Hep lipid drop cells 6.5 µM,M1AAP inhibition,Dynein cargo inh,Dynein cargo inh cytoplasmic EGFP,Dynein cargo inh nuclear GR-EGFP,Dynein cargo inh cell count
CC(=O)c1c(C)[nH]c(-c2ccccc2)nc1=S,·,i,·,·,·,·,-4%,·,·,·,-7,722,-4%,1.2,-0.3,0.17,-0.11
Cc1ccc(NC(=O)COc2ncnc3c(Cl)cc(Cl)cc23)cc1[N+](=O)[O-],-2.1%,i,-0.19,1269,i,-6,-24%,1.4,2.8,3.9,-10,631,-4%,-0.39,-0.16,-0.61,0.49
O=C(Nc1ccc(N2CCOCC2)cc1)c1ccc(Cl)nc1,-0.7%,i,0.31,906,i,3,3%,3.4,2.5,5.8,-17,710,7%,-0.52,-0.2,-0.069,1.4
O=C(COCC(=O)Nc1cccc(C(F)(F)F)c1)Nc1cccc(C(F)(F)F)c1,-1.3%,i,-0.02,885,i,1,7%,1.3,1.8,2.4,-4,799,4%,-0.061,-0.27,0.63,0.81
Cc1cc(OCC(=O)Nc2ccc(N3CCN(C(=O)c4ccco4)CC3)cc2)cc(C)c1Cl,-1.8%,i,-1.1,1706,i,-11,-2%,2.9,1.5,3.2,0,641,3%,-0.23,-0.23,-0.29,0.2
Nc1cccc2c1C(=O)N(C(=O)/C=C/c1cccc(F)c1)C2=O,-1.9%,i,-0.32,1160,i,-4,9%,1.1,2.7,1.1,20,741,17%,-4.3*,0.55*,-2.1*,1*
CCOC(=O)c1c(C)oc2ccc(OCC(=O)C(C)(C)C)cc12,-0.4%,i,0.4,1214,i,-7,-2%,3.7,3.2,4.7,0,787,-1%,-0.38,-0.23,-0.28,-0.00069
O=C(CNC(=O)c1cccc(Br)c1)N/N=C/c1cc(Br)cc(Br)c1O,1.8%,i,-0.18,1175,i,-4,-11%,6.3,1.5,5.4,15,707,0%,0.34,-0.35,-0.21,-0.088
Cc1ccc(C)c(N2CN(Cc3ccco3)CNC2=S)c1,-2.3%,i,0.41,1499,i,2,-7%,4.7,1.9,6.4,-19,670,2%,0.87,-0.26,0.51,0.47
CC(=O)N1CCC2(CC1)C(C#N)=C(N)Oc1n[nH]c(C)c12,-1.1%,i,-0.05,1208,i,13,9%,3.2,2.5,9.2,-26,759,0%,-1.4,-0.2,-0.25,0.73
Cc1ccc(S(=O)(=O)NCc2ccncc2)cc1C,2.9%,i,·,·,i,19,2%,1.1,0.4,1.8,-40,641,-1%,-0.63,-0.28,-0.27,1.2
O=C(O)CCNC(=O)c1cncc(Br)c1,-0.6%,i,·,·,i,9,4%,0.5,1.3,21,10,767,-1%,-0.64,-0.13,-0.5,0.31
COc1ccc(CCNc2cc(-c3ccccc3)nc3ncnn23)cc1,-0.3%,·,0.09,1577,i,5,-7%,1.7,1.5,4.7,·,·,7%,-0.24,0.13,-0.74,-0.3
CCC(COC)NCc1cn(-c2ccc(F)cc2F)nc1-c1ccccc1C (centres undefined),-2.8%,i,·,·,i,4,25%,0.7,1.5,5.2,-13,682,3%,-0.42,0.2,0.13,0.31
COC(=O)C1=C(C)N(C(C)c2ccccc2)C(=O)/C1=C\c1ccco1 (centres undefined),1.2%,i,0.05,1225,i,2,3%,6.7,1.7,11,-11,692,16%,-1.9,-0.043,-1.2,0.36
COc1ccc(N2CCN(Cc3cc(=O)oc4cc5c(cc34)CCCC5)CC2)cc1,2.2%,i,-2,907,i,13,10%,3.9,4.2,6.5,·,·,-1%,0.1,-0.27,-0.14,0.43
COc1ccccc1N1CCN(C(=O)COc2ccc(Cl)cc2)CC1,-0.5%,i,-0.01,1186,i,5,11%,2.5,1.0,6.0,·,·,4%,0.17,0.55,0.66,0.43
Cc1ccc(C2C(=O)N(C3CCCC3)CC(=O)N2C2CCCCC2)cc1 (centres undefined),0.9%,i,-0.61,916,i,-2,4%,2.1,1.2,8.9,13,772,0%,-1.5,-0.093,-0.54,0.98
Cn1c(N)c(S(=O)(=O)N2CCN(c3ccccc3)CC2)c(=O)n(C)c1=O,-0.2%,i,2,1226,i,3,0%,1.9,2.0,5.9,0,733,4%,-0.4,-0.34,-0.37,1.2
Cc1ccc(C(=O)C[n+]2cc(Br)cc(Br)c2)cc1,·,i,-1.1,1372,·,·,14%,·,·,·,-2,714,3%,-1.1,-0.014,-0.62,-0.015
c1ccc(Nc2nc(N3CCCC3)nc(N3CCCC3)n2)cc1,2.5%,i,-0.18,994,i,-3,4%,3.2,2.5,1.8,·,·,0%,0.74,-0.13,0.47,-0.83
Cc1ccc(NC(=O)COC(=O)/C=C/c2ccccc2)cc1S(=O)(=O)N1CCOCC1,-0.3%,i,0.45,1271,i,3,9%,2.5,2.8,9.9,13,680,3%,-0.68,-0.27,0.057,1.4
O=C(CSc1ccc(-c2ccco2)nn1)NC1CCCC1,-0.4%,·,-0.41,1145,i,-4,19%,3.4,3.0,6.5,3,721,4%,-1,-0.13,-0.47,0.95
O=C(COc1ccc(Br)cc1)NCc1ccccn1,-0.3%,i,0.58,977,i,5,9%,0.6,1.4,20,2,726,2%,-0.68,-0.37,-0.35,0.61
Cc1ccc(C)c(NC(=S)NCC(c2cccnc2)N2CCOCC2)c1 (centres undefined),0.6%,i,0.24,1525,i,-2,-12%,8.1,2.0,7.8,-19,592,2%,-0.41,-0.21,-0.31,0.2
Cc1ccc2oc(=O)c3cnn(CC(=O)NCCC(C)C)c3c2c1,-4.1%,i,-0.04,1583,i,7,9%,1.6,2.6,9.8,14,683,4%,1.4,-0.06,0.88,-0.071
O=c1c(-c2ccnn2-c2cccc(Cl)c2)cnc2n1CCS2,3.1%,i,-0.57,815,i,26,4%,2.0,1.2,5.7,-1,784,1%,0.42,-0.024,0.4,-0.52
O=C(C1Cc2ccccc2CN1S(=O)(=O)c1cccs1)N1CCCCC1 (centres undefined),-1.0%,i,1.3,1218,i,-6,3%,1.8,0.3,20,1,766,7%,0.66,-0.25,0.6,1.7
Cc1noc(C)c1C(=O)N1CCCc2ccccc21,-1.8%,i,-0.14,1635,i,0,6%,3.2,1.5,4.0,·,·,4%,-0.18,-0.19,0.14,0.18
Cc1ccc(CSc2nc3ccncc3[nH]2)cc1,-7.2%,i,0.53,910,i,15,6%,2.7,4.6,6.0,·,·,2%,-0.22,-0.25,-0.017,0.41
COc1cc2c3c(c1)c(N=NC(N)=S)c(O)n3C(C)(C)C=C2C,·,i,-0.12,1310,·,·,1%,·,·,·,12,744,13%,-0.052,-0.26,-0.14,0.13
O=C(Nc1ccccn1)C12CC3CC(C1)CC(C(=O)Nc1ccccn1)(C3)C2,-1.2%,i,0.24,2015,i,-1,15%,4.8,1.3,1.4,0,609,0%,0.061,-0.26,0.044,0.86
O=C(O)CSc1nnc(COc2cccc3ccccc23)n1Cc1ccccc1,-1.4%,i,0.89,1191,i,-6,17%,4.2,1.6,10,2,665,3%,1.9,-0.33,0.067,0.048
O=c1oc(-c2ccc([N+](=O)[O-])cc2)nc2ccccc12,-1.1%,i,0.39,1261,i,7,38%,2.7,3.1,8.9,11,686,17%,0.022,-0.16,-0.3,1.1
O=c1c2[nH]c3ccc(Cl)cc3c2ncn1Cc1ccccn1,0.4%,i,0.32,1344,i,-13,-10%,3.0,1.6,6.8,-6,729,1%,-1.3,-0.22,-0.65,1.4
COc1ccc(CCN2C(=O)CSC2c2ccc(OC)c(OC)c2)cc1OC (centres undefined),2.2%,i,-0.35,1117,i,0,-4%,2.3,2.0,9.0,-12,705,9%,0.23,-0.33,0.22,0.33
O=C(Cc1ccc(F)cc1)Oc1ccc(C(=S)N2CCCC2)cc1,0.8%,i,-0.16,1394,i,-8,2%,0.5,1.5,0.3,-4,639,2%,-0.87,-0.26,-0.3,0.76
Cc1c(NC(=O)c2cccc(NS(C)(=O)=O)c2)c(=O)n(-c2ccccc2)n1C,·,i,0.02,1082,·,·,-4%,·,·,·,-5,793,2%,-0.31,-0.24,-0.26,0.5
Cc1nnc(SCCN2C(=O)c3ccccc3C2=O)[nH]c1=O,-1.5%,i,0.73,1295,i,0,16%,2.9,1.4,3.5,-10,759,-7%,-1.3,0.18,-0.42,1

# 2 records picked at random from the list so far, as already listed:
SMILES,CSM14.1 death rescue,Yfh1-depleted yeast,Ins promoter up,Ins promoter up cell count,Autophagy mod,Autophagy mod cell loss 18 h,P. falciparum M17LAP,MT stabilize HCS,MT stabilize HCS Hoechst-high %,MT stabilize HCS cytotoxicity %,Hep lipid drop,Hep lipid drop cells 6.5 µM,M1AAP inhibition,Dynein cargo inh,Dynein cargo inh cytoplasmic EGFP,Dynein cargo inh nuclear GR-EGFP,Dynein cargo inh cell count
O=c1c2[nH]c3ccc(Cl)cc3c2ncn1Cc1ccccn1,0.4%,i,0.32,1344,i,-13,-10%,3.0,1.6,6.8,-6,729,1%,-1.3,-0.22,-0.65,1.4
O=C(Nc1ccccn1)C12CC3CC(C1)CC(C(=O)Nc1ccccn1)(C3)C2,-1.2%,i,0.24,2015,i,-1,15%,4.8,1.3,1.4,0,609,0%,0.061,-0.26,0.044,0.86
